FBPA coupling cs: counter-screen for Giardia aldolase inhibitors: coupling enzyme system. 290,000 tested, 0.67% active. activity change, negative = inhibition, % at 58.2 µM, hits read low. coupling enzyme system counterscreen, AmpLite Red fluorescence; in the data active means activity change below about -30%; further: on the % scale 0 is the no-effect control and ±100 the full control effect
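Coupling enzymes only (glyceraldehyde-3-phosphate) + compound, at 57.5 uM final, 10 min RT; add substrate/coupling/AmpLite Red mix, 20 min RT; fluorescence ex 525/em 598 nm. Actives flag coupling-system interference.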
Giardia killer: Giardia lamblia killing. Giardia lamblia trophozoite viability. activity change, % at 7.66 µM, hits read low. 340,000 tested, 0.15% active; in the data active means activity change below about -80%; inconclusive means between about -30% and that limit;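 further: parasites exposed to compound for two days anaerobically before the ATP read; on the % scale 0 is the no-effect control and ±100 the full control effect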
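Luminescence from cellular ATP indicates surviving trophozoites (100 cells/well) following 48 hrs anaerobic compound treatment at 37 deg C; signal develops 15-30 min at room temperature.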
PTAP TSG101 blk: blocks PTAP/TSG101 interaction to inhibit HIV-1 budding; AID 493005; 340,000 tested, under 10 active; Potency, µM (doses to about 115 µM), inactives show at the top dose activity change, negative = inhibition, hits mostly inhibitors; Fluorescence polarization, FITC-PTAP peptide / Tsg101 binding; Q99816; active means well fitted inhibition curve with a large enough effect in the main read-out, with a control signal flat, not every such curve was filed as active; inconclusive means small, poorly fitted or top-dose-only effect, or effect the other way, or a change in a side signal; inactive means no such curve, though single readings can be large or run the other way; further: potency means the concentration at half of the fitted maximal effect; % of control where 0% means no effect
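Fluorescence anisotropy tracks displacement of a FITC-tagged PTAP peptide (50 nM) from the Tsg101 binding domain (10 uM), following a 20 min room-temperature incubation at pH 7.5.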
Tb PFK block: inhibitors of T. brucei phosphofructokinase | AID 485367 | Potency, µM (titrated, usually from 57.5 µM), inactives show at the top dose activity, negative = inhibition, actives largely listed as inhibitors | T. brucei PFK, ADP-Glo luminescence | 330,000 tested, 0.17% active | O15648;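 further: potency means the concentration at half of the fitted maximal effect; 0% = uninhibited 1x PFK enzyme wells and -100% = no-enzyme wells; nearly all actives have a fitted effect of over 60% in size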
Target sequence (O15648 whole entry, looked up): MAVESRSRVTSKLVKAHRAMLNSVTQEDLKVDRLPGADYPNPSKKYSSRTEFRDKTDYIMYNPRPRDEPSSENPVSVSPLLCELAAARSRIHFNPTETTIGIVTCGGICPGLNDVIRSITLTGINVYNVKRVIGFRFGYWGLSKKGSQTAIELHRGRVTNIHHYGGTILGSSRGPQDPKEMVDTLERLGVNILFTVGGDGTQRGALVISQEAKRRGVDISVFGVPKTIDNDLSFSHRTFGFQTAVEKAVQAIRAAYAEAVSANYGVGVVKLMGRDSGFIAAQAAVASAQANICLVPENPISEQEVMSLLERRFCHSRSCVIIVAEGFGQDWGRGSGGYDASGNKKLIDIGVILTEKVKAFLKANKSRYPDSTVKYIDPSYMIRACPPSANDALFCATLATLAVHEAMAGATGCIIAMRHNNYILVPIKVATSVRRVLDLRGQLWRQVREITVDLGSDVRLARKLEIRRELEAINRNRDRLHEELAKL
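Activity is normalized to no-enzyme wells (full inhibition) and 1.25 nM enzyme wells (no inhibition). Reaction: 0.5 mM F6P, 0.1 mM ATP, 45 min RT, ADP-Glo luminescence; concentration-response curves fitted and classed by quality.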
GALK inhibitor: blocks human galactokinase activity | P51570 | Purified GALK, Kinase-Glo residual ATP luminescence | Potency, µM (series often up to 57.5 µM), without a hit: top-dose activity change, negative = inhibition, usual class: inhibitors | 270,000 tested, 0.007% active; further: potency means the concentration at half of the fitted maximal effect; on the % scale 0 is the no-effect control and ±100 the full control effect
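Compounds were pin-transferred into ATP buffer (35 uM final), then GALK plus galactose (5 nM, 100 uM final) was added. After 1 h at room temperature, Kinase-Glo Plus was added and luminescence read after 10 min.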
PKM2 activator: PKM2 (human) enzyme activation; P14618; purified PKM2, Kinase-Glo ATP luminescence, activation; response scale: 0% is enzyme alone, no compound; Potency, µM (top dose mostly 57.5 µM), without a hit: at the top dose activation, usual class: activators; 260,000 tested, 0.34% active; AID 1631; further: potency means the concentration at half of the fitted maximal effect; on the % scale 0 is the no-effect control and ±100 the full control effect; nearly all actives have a fitted effect of over 55% in size
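Kinase-Glo luminescence reports ATP generated from ADP (0.1 mM) and PEP (0.5 mM) by purified hPK-M2 after 1 h at room temperature, pH 7.2 imidazole buffer; intermediate enzyme activity allows detecting inhibitors and activators.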
BCR signal inh: blocks chronic active B-cell receptor signaling; ABC-DLBCL IkBa-CBG/CBR reporter, luminescence ratio, 4 h; AID 493014; 340,000 tested, 0.05% active; Potency, µM (titrated, usually from 46.1 µM), without a hit: at the highest dose ratio change, negative = lower green/red ratio, most hits filed as inhibitors; active means well fitted inhibition curve with a large enough effect in the signal ratio, with a control signal flat, not every such curve was filed as active; inconclusive means small, poorly fitted or top-dose-only effect, or effect the other way, or a change in a side signal; the % refers to the signal ratio;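 further: potency means the concentration at half of the fitted maximal effect; plate controls were basal doxycycline-induced cells for no effect and cells given 10 µM MG132 for full effect; MG132 reads +100%, hits lower the ratio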
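Compounds up to 46 uM were incubated four hours with TMD8 cells whose green CBG68 luciferase is fused to IkappaBalpha; red CBR luminescence normalised the signal, and concentration-effect curves were fitted to fusion, red and ratio data.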
Integrin act MD: activators of alpha7 integrin expression for muscular dystrophy. alpha7betagal myoblasts, beta-gal FDG fluorescence, 48 h. Potency, µM (highest dose often 38.3 µM), for inactives: top-dose activation, most hits filed as activators. 350,000 tested, 0.064% active. AID 624291;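 further: potency means the concentration at half of the fitted maximal effect; 100% = response of the positive control SU9516; nearly all actives have a fitted effect of over 60% in size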
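Alpha7betagal+/- myoblasts (passage 13) were plated 16-24 hr, then exposed to compounds (1:260 dilution of DMSO stock) for 48 hours at 37C. After MPER lysis, β-galactosidase reporter activity was read as FDG fluorescence (ex 480/em 540) after 30 minutes.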
S-ASM inh: inhibitors of human secretory acid sphingomyelinase; P17405; placental ASM, HMU-PC fluorogenic substrate, 60 min; Potency, µM (top dose mostly 57.5 µM), without a hit: at the highest dose activity change, negative = inhibition, hits mostly inhibitors; 340,000 tested, 0.006% active; AID 504937; further: potency means the concentration at half of the fitted maximal effect
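Human placenta-derived ASM enzyme was preincubated with compound for 10 minutes at room temperature, then given fluorogenic substrate HMU-PC0 (9 uM final) for 60 minutes at 37 °C; a pH 10 stop preceded fluorescence reading at Ex 386/Em 447 nm.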
B2AR arrestin: agonists driving beta-arrestin recruitment to human beta2-adrenergic receptor | P07550 | beta-arrestin recruitment to beta2AR, cell-based reporter | Potency, µM (doses to about 46.1 µM), inactives show top-dose activation, actives largely listed as activators | 330,000 tested, 0.02% active | AID 492947;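 further: potency means the concentration at half of the fitted maximal effect; 0% = DMSO controls and full agonism = EC100 isoproterenol or metaproterenol; nearly all actives have a fitted effect of over 65% in size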
Menin-MLL TR inh: menin-MLL binding inhibition, Texas Red mutant peptide; Menin + Texas Red MLL mutant peptide, fluorescence polarization; AID 1768; Potency, µM (titrated, usually from 61.6 µM), for the others: at the highest dose FP activity change, negative = inhibition, actives largely listed as inhibitors; 270,000 tested, 0.23% active; active means well fitted inhibition curve with a large enough effect in the polarisation, with a control signal flat, not every such curve was filed as active; inconclusive means small, poorly fitted or top-dose-only effect, or effect the other way, or a change in a side signal; inactive means no such curve, though single readings can be large or run the other way; the % refers to the polarisation; further: potency means the concentration at half of the fitted maximal effect; % of control where 0% means no effect; many of its hits are not listed in these tables
Target sequence (O00255 whole entry, looked up): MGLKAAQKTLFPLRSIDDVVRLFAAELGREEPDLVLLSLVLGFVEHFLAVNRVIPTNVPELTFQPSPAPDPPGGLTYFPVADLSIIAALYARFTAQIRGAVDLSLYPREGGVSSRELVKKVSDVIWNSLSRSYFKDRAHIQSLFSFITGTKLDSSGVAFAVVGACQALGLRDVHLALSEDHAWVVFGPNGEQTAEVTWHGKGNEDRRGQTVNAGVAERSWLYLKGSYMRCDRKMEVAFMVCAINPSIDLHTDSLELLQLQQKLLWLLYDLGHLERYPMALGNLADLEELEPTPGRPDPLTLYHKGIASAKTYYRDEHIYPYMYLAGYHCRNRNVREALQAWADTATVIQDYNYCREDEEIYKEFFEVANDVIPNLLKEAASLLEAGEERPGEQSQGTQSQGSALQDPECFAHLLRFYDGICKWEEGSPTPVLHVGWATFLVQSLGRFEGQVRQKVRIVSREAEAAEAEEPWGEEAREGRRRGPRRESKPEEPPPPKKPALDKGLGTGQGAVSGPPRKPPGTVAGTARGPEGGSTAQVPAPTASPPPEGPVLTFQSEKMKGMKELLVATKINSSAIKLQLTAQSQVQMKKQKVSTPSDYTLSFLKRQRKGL
Starred values were filed as active, the others as inactive; ? = inconclusive; / = no result given; [ ] = another dose, or the depositor's remark. Unless noted, the call rests on the fitted dose curve; in most records, active means well fitted curve in the direction sought with a large enough effect; inconclusive means small, poorly fitted or top-dose-only effect, or another doubt; inactive means no such curve, though single readings can be large; an effect the other way counts as inactive or inconclusive. Some of the compounds tested; the hit share may differ from the screen's.

SMILES	FBPA coupling cs	Giardia killer	PTAP TSG101 blk	Tb PFK block	GALK inhibitor	PKM2 activator	BCR signal inh	Integrin act MD	S-ASM inh	B2AR arrestin	Menin-MLL TR inh
O=C(COC(=O)c1ccc(S(=O)(=O)N2CCCC2)cc1)Nc1cccc(Cl)c1	/	-12	1%	-6%	/	/	0%	34%	0%	-0.2%	/
COc1ccc(-c2cc(C(=O)Nc3cccc(C(C)=O)c3)no2)cc1	4	-1	-4%	-1%	2%	0%	-11%	-18%	0%	-1.0%	1%
O=C(COC(=O)CCc1nc2ccccc2n1-c1ccccc1)Nc1ccc(N2CCCCC2)cc1	4	11	1%	-4%	0%	0%	0%	28%	0%	0.5%	-14%
O=C(CN1C(=O)S/C(=C\c2ccccc2)C1=O)Nc1cc([N+](=O)[O-])ccc1O	0	12	-10%	7%	-10%	4%[11.5 µM]	?	14%	?	-0.2%	?
Cc1c(-c2ccccc2)nc2ccccc2c1C(=O)Nc1ccncc1	1	-21	-6%	2%	-2%	/	12%	-14%	1%	0.5%	1%
Cc1cc(-c2nc(C)c(C(=O)NNC(=O)NC(C)C)s2)no1	2	-3	0%	1%	9%	-5%	-15%	41%	1%	0.3%	/
NS(=O)(=O)c1ccc(CNC(=O)c2ccc(NS(=O)(=O)c3ccc4[nH]c(=O)[nH]c4c3)cc2)cc1	/	-21	-4%	-6%	/	/	?	-15%	-3%	-0.3%	/
O=C1CN(C(=O)/C=C/c2ccccc2)CCN1	3	-8	-4%	-4%	12%	/	3%	-13%	-5%	-1.0%	-18%
C/C(=C\C(=O)c1ccc(C)cc1)Nc1cccc(O)c1	-4	4	-8%	-1%	1%	-1%	-14%	22%	5%	0.2%	21%
CCOC(=O)CN(C(=O)COc1nc(-c2ccccc2)cc(C)c1C#N)c1ccccc1C	0	3	2%	1%	8%	-2%	-17%	-32%	-2%	-0.1%	/
CCCCCc1nc2ccccc2c(=O)n1N	2	-3	-1%	4%	3%	-3%	0%	27%	1%	0.2%	-3%
CCOc1ccccc1C(=O)Nc1nn[nH]n1	-2	1	-5%	6%	-2%	-13%	10%	-24%	-1%	0.1%	-7%
COc1cccc(/C=N/NC(=O)CCCC(=O)Nc2ccc(Br)cc2)c1	-5	-9	-2%	0%	0%	1%	-8%	-43%	-1%	-0.4%	7%
COC(=O)c1c(N)c(C#N)c2n1CCCCC2	2	0	1%	-9%	-1%	2%	0%	-5%	-1%	0.1%	-2%
CC1(C)Cc2c(sc3ncn4nc(CCC(=O)O)c(=O)nc4c23)CO1	8	-6	-1%	4%	3%	-7%	5%	-4%	4%	-0.1%	-10%
O=C1N[C@@H](c2ccccc2)COC(=O)[C@H](Cc2ccc(F)cc2)CC/C=C/C[C@H]1CC(=O)N(CCO)Cc1ccccc1	/	-14	-2%	9%	/	/	?	-21%	-5%	0.2%	/
COc1ccccc1C(=O)Nc1ccc(S(=O)(=O)N2CCCCC2)cc1	-1	-15	0%	2%	4%	/	0%	1%	-1%	-1.1%	62%[activator]
Cc1[nH]c2ccccc2c1C(=O)C(C)OC(=O)c1ccc(NC(=O)CC#N)cc1 (stereo not given)	/	-10	1%	-11%	/	/	7%	-5%	-5%	?	/
CCOc1ccc(CN(C)C(=O)CCNC(=O)c2ccco2)cc1	/	-24	-4%	-10%	/	/	-3%	-11%	3%	0.2%	/
Cc1nn(CC(C)C)c(Cl)c1C(=O)N(c1ccc(Cl)cc1F)S(C)(=O)=O	0	-20	-5%	0%	-4%	0%	?	?	0%	-0.4%	0%

Looked up by compound from the entries so far (two):
SMILES	FBPA coupling cs	Giardia killer	PTAP TSG101 blk	Tb PFK block	GALK inhibitor	PKM2 activator	BCR signal inh	Integrin act MD	S-ASM inh	B2AR arrestin	Menin-MLL TR inh
O=C1CN(C(=O)/C=C/c2ccccc2)CCN1	3	-8	-4%	-4%	12%	/	3%	-13%	-5%	-1.0%	-18%
COC(=O)c1c(N)c(C#N)c2n1CCCCC2	2	0	1%	-9%	-1%	2%	0%	-5%	-1%	0.1%	-2%

(listing goes on)
SMILES	FBPA coupling cs	Giardia killer	PTAP TSG101 blk	Tb PFK block	GALK inhibitor	PKM2 activator	BCR signal inh	Integrin act MD	S-ASM inh	B2AR arrestin	Menin-MLL TR inh
Cc1cc2c(N)cccc2nn1	-37*	3	1%	7.6µM*	0%	22%	14%	-4%	-4%	-0.3%	/
COc1ccc(C(=O)N2CCc3cc(OC)c(OC)cc3C2)cc1OC	1	-11	-1%	2%	1%	-1%	-7%	-14%	0%	0.2%	0%
COc1ccc(CC(=O)Nc2ccc(S(=O)(=O)Nc3nccc(C)n3)cc2)cc1	2	-2	-8%	-5%	-2%	8%	-3%	18%	5%	-0.4%	0%
CCOc1cc(C2NC(=O)CCC2[N+](=O)[O-])cc(Br)c1OC (stereo not given)	2	5	0%	0%	-1%	/	2%	6%	-1%	-0.4%	-15%
O=C(NCCCN1CCCC1=O)c1cc(=O)c2ccccc2o1	3	40[activator]	-2%	-1%	2%	-4%	?	13%	2%	0.1%	15%
Cc1cccc2c(CC(=O)Nc3ccccc3)noc12	2	15	0%	5%	0%	-6%	0%	10%	3%	-0.6%	20%
C=CCn1c(SCC(=O)N2CCc3ccccc3C2)nc2ccccc2c1=O	3	4	-2%	9%	-3%	1%	11%	18%	-5%	-0.3%	?
Fc1ccccc1CSc1ncnc2c1oc1ccccc12	1	10	-1%	1%	3%	?	?	-19%	-15%	-0.3%	9%
CC(=O)c1c(COC(=O)c2cccc(C)c2)nc2ccccc2[n+]1[O-]	0	?	-2%	-2%	2%	-2%	2%	25%	-1%	0.5%	/
COc1cc(/C=N/NC(=O)CCC(=O)Nc2ccc(C)cc2)ccc1O	3	0	-2%	4%	-1%	1%	-2%	7%	79%[activator]	0.2%	1%
COC(=O)c1sccc1NC(=O)Nc1cccc(C)c1	-8	12	-7%	-8%	11%	-48%	?	0%	-6%	-0.5%	?
Cc1nnc(SC(C)C(=O)NC2CCCCC2C)n1N (stereo not given)	/	-9	-3%	-1%	/	/	0%	16%	4%	0.0%	/
CCCN(CCC)C1Sc2ccc(C(=O)OC)cc2NC1=O (stereo not given)	-1	9	/	-5%	-2%	-10%	?	7%	-3%	0.0%	-18%
COc1ccc(-c2c(C)oc3cc(O)cc(O)c3c2=O)cc1OC	3	5	0%	0%	-4%	7%	?	-26%	-3%	0.4%	?
COc1ccc(CNC(=O)COC(=O)c2cc(-c3ccco3)nc3ccccc23)cc1	-2	/	/	-21%	1%	9%	13%	/	/	0.0%	?
Oc1ccccc1-c1cc(-c2cccc(F)c2)n[nH]1	0	-6	-2%	-2%	3%	-3%	?	7%	-10%	0.3%	18%
COC(=O)CSc1nnc(-c2c[nH]c3ccccc23)o1	0	-9	-3%	-3%	-5%	-3%	?	4%	0%	0.3%	8%
CC(C)(C)c1ccc(COc2ccsc2C(=O)O)cc1	11	-24	-12%	0%	-3%	0%	9%	15%	-1%	0.3%	5%

Ordered by value in PKM2 activator (highest first): 3 from the list above
compound,PTAP TSG101 blk,GALK inhibitor,PKM2 activator,Integrin act MD,S-ASM inh,B2AR arrestin,Menin-MLL TR inh
COc1ccc(CC(=O)Nc2ccc(S(=O)(=O)Nc3nccc(C)n3)cc2)cc1,-8%,-2%,8%,18%,5%,-0.4%,0%
Cc1nn(CC(C)C)c(Cl)c1C(=O)N(c1ccc(Cl)cc1F)S(C)(=O)=O,-5%,-4%,0%,?,0%,-0.4%,0%
COC(=O)CSc1nnc(-c2c[nH]c3ccccc23)o1,-3%,-5%,-3%,4%,0%,0.3%,8%

Of the compounds above, these have a thiophene ring, fused or not.
SMILES	FBPA coupling cs	Giardia killer	PTAP TSG101 blk	Tb PFK block	GALK inhibitor	PKM2 activator	BCR signal inh	Integrin act MD	S-ASM inh	B2AR arrestin	Menin-MLL TR inh
CC1(C)Cc2c(sc3ncn4nc(CCC(=O)O)c(=O)nc4c23)CO1	8	-6	-1%	4%	3%	-7%	5%	-4%	4%	-0.1%	-10%
COC(=O)c1sccc1NC(=O)Nc1cccc(C)c1	-8	12	-7%	-8%	11%	-48%	?	0%	-6%	-0.5%	?
CC(C)(C)c1ccc(COc2ccsc2C(=O)O)cc1	11	-24	-12%	0%	-3%	0%	9%	15%	-1%	0.3%	5%
